Assay outcomes as filed in PubChem BioAssay.
Bcl-xL primary – inhibitors of human Bcl-xL | Q07817 | GST-Bcl-xL / FITC-Bim BH3 peptide fluorescence polarization | inhibition, % at 10.9 µM | 0.7% of 320,000 active;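 active = inhibition above the mean of all tested compounds plus 3 SD, cutoff set per campaign, cut at about 30% in these data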;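 also: 0% = DMSO wells and 100% = unlabeled Bim-BH3 peptide competitor; inhibitors lower millipolarization by displacing the labeled peptide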
MEX-5 binding – C. elegans MEX-5 TCR-2 RNA binding activity. Q9XUB2. MEX-5/FITC-TCR2 RNA binding, fluorescence polarization; hits give low values. 0.38% of 300,000 active. activity score (negative = inhibition of binding), % at 10 µM;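 active = inhibition past about -25% in most replicates, and total fluorescence under double the plate's negative control median, limit read from the data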;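 also: 0% = DMSO and -100% = 5 µM competing unlabeled TCR2 RNA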
Target sequence (Q9XUB2 whole entry, looked up): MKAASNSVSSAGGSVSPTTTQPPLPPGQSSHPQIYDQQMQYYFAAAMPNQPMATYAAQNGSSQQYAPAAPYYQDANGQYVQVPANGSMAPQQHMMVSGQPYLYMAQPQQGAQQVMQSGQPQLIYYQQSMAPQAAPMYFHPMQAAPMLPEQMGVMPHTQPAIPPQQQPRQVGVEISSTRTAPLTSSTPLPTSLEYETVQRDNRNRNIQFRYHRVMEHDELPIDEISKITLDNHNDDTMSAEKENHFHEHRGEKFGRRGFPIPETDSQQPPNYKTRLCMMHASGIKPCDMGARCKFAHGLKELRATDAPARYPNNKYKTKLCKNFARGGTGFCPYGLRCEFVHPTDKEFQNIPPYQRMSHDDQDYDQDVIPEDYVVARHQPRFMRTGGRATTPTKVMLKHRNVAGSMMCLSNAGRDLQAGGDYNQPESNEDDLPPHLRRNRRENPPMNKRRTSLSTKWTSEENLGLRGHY
PAFAH1B2 inh – PAFAH1B2 (human) inhibition; inhibition, % at 3.39 µM; P68402; 1.2% of 340,000 active; recombinant PAFAH1B2, FP-rhodamine activity probe, fluorescence polarization;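 active = inhibition above the mean of all tested compounds plus 3 SD, cut at about 24% in these data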;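 also: 0% = enzyme with DMSO and 100% = wells lacking PAFAH1B2; many of its hits are not listed in these tables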
Target sequence (P68402 whole entry, looked up): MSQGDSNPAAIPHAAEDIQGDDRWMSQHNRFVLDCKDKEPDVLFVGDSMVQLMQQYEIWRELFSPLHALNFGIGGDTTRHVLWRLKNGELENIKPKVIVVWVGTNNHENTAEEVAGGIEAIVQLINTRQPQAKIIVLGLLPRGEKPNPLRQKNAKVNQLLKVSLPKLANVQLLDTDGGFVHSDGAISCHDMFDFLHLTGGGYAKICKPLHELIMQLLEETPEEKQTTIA
AHR act – activates the human aryl hydrocarbon receptor | P35869 | AHR-responsive luciferase reporter cells, luminescence | activation, % at 5 µM | 2.5% of 320,000 active; in the data active = activation above about 47%;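 also: 0% = vehicle wells and 100% = reference agonist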
PME-1 primary – blocks human protein phosphatase methylesterase 1; Q9Y570; recombinant PME-1, FP-Rh probe fluorescence polarization; inhibition, % at 5.9 µM; 0.53% of 320,000 active; AID 2130;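 active = inhibition above the campaign mean of all compounds plus 3 SD, cut at about 26% in these data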;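 also: competitive labeling of PME-1 active site by serine hydrolase directed probe; 0% = PME-1 with DMSO and 100% = wells lacking PME-1 enzyme; inhibitors block probe labeling so polarization falls and inhibition rises; many of its hits are not listed in these tables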
Target sequence (Q9Y570 whole entry, looked up): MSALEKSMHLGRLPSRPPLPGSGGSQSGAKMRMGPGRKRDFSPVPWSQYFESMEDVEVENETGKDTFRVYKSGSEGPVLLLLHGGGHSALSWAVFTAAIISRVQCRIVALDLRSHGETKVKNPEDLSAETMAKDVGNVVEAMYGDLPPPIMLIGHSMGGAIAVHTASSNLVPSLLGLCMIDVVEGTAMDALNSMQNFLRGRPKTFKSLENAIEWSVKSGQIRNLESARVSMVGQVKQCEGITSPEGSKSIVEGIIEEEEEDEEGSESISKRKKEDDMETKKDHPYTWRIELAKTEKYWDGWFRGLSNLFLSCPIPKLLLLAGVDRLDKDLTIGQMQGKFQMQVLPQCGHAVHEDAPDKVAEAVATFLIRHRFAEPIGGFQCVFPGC
GLD-1 TGE inh – GLD-1-TGE RNA interaction inhibition (C. elegans); 0.44% of 320,000 active; inhibition, % at 5.96 µM; purified GLD-1 + fluorescein TGE RNA, fluorescence polarization;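 active = percent inhibition above a per-plate cutoff, the plate mean of test compounds plus 3 SD, cut at about 30% in these data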;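 also: 0% = DMSO wells with GLD-1 and probe and 100% = wells lacking GLD-1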
pPAFAH FP inh – pPAFAH (human) enzyme inhibition; Q13093; recombinant pPAFAH, FP-rhodamine probe fluorescence polarization; inhibition, % at 3.39 µM; 1.5% of 330,000 active; AID 463082;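 active = inhibition above the mean inhibition across the screen plus 3 SD, cut at about 25% in these data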;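 also: inhibitors block binding of the rhodamine activity-based probe so polarization drops; 0% = enzyme with DMSO and 100% = wells lacking pPAFAH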
Fam108B counter – blocks mouse Fam108B hydrolase in RBBP9 counter-screen. inhibition, % at 9.51 µM. AID 1947. 0.33% of 300,000 active. recombinant Fam108B, FP-Rh probe fluorescence polarization;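 active = inhibition above the screen mean inhibition plus 3 SD, computed separately per campaign, cut at about 18% in these data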;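 also: inhibitors lower polarization as less probe binds the enzyme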
MCL1-BIM inh – MCL1-BIM-BH3 interaction inhibition (human); GST-MCL1 / FITC-Bim-BH3 fluorescence polarization; 0.68% of 320,000 active; AID 2057; inhibition, % at 10.9 µM; Q07820;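 active = inhibition above the mean inhibition of all tested compounds plus 3 SD, set per campaign, cut at about 40% in these data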;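 also: 0% = DMSO wells and 100% = unlabeled Bim-BH3 peptide control; higher means more loss of mP so more displacement of Bim peptide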
* = called active by the depositor; x = no result given. Not all compounds are listed (hit frequency here may not be typical).

SMILES	Bcl-xL primary	MEX-5 binding	PAFAH1B2 inh	AHR act	PME-1 primary	GLD-1 TGE inh	pPAFAH FP inh	Fam108B counter	MCL1-BIM inh
CCOC(=O)NC(Cc1c[nH]c2ccccc12)C(=O)NCCc1ccc(S(N)(=O)=O)cc1 (stereo not given)	-0.8	2.9	6.3	1.2	-4.4	-2.9	-4.5	-0.1	0.7
CN1C(=O)C2(c3ccccc31)c1c(oc3ccccc3c1=O)C(=O)N2CCO (stereo not given)	3.2	0.9	2.3	-0.2	-2.9	1.7	3.4	1.9	0.2
COC(=O)c1c(NC(=O)c2nc3ccccc3s2)sc2c1CCN(C(C)=O)C2	6.8	x	-4.3	39.8	-7.0	-5.5	-3.5	-10.3	0.8
COCc1c(C(=O)OCC(=O)NCc2ccco2)oc2ccccc12	x	x	6.1	2.0	x	4.4	13.2	x	x
CCNC(=S)N(CCCO)Cc1cc2cc3c(cc2[nH]c1=O)OCCO3	10.8	1.0	4.3	22.5	-1.3	0.9	1.1	0.5	19.4
NC(=O)c1ccccc1N/C=C/C(=O)c1ccco1	2.1	1.2	-0.3	11.5	-2.6	-10.4	0.5	-1.7	6.0
Cc1nnc(SCc2cc(=O)oc3cc(O)ccc23)n1Cc1ccccc1	0.1	1.3	1.8	0.4	3.0	4.5	0.7	1.4	-2.6
COc1ccc(N(C)S(=O)(=O)c2ccc(C)cc2)c([N+](=O)[O-])c1	-3.4	0.1	-0.8	-0.4	2.8	-2.7	4.6	1.7	0.1
NC(=O)C[C@@H]1NC(=O)CNC(=O)c2cc([N+](=O)[O-])cc(I)c2NCCC(C(N)=O)NC1=O (stereo not given in full)	1.1	0.3	4.5	-1.7	1.0	1.4	1.4	3.1	1.3
CCN(CC)CCN1C2=C(C(=O)CC(C)(C)C2)C(c2cccc(F)c2)C2=C1CC(C)(C)CC2=O	6.7	-1.4	-1.9	-0.2	13.4	-1.4	2.9	-0.4	7.7
CCN(CC)S(=O)(=O)c1ccc(C(=O)N2CCN(C3=NS(=O)(=O)c4ccccc43)CC2)cc1	2.2	-1.4	-6.0	-1.2	6.3	4.7	4.0	-1.1	7.4
CCCCCCc1nnc(NC(=O)OCC)s1	-2.2	-0.4	2.9	0.8	-3.2	6.5	4.0	0.9	2.7
O=C(c1ccco1)N1CCN(c2ccc(Cl)cc2)CC1	5.3	-1.7	-3.3	-10.1	-1.3	-0.2	3.5	0.4	6.4
COCc1c(C(=O)N2CCN(Cc3ccc(C#N)cc3)CC2)oc2ccccc12	8.4	1.8	5.2	-0.2	5.7	-2.7	10.0	-2.1	12.0
Cc1ccc(N(O)C(=O)OCCNC(=O)Nc2ccccc2)cc1	3.2	1.3	14.7	4.0	4.8	4.4	0.5	1.6	2.1
Cc1cc(=O)oc2c(C)c(OCC(=O)NCCCN3CCOCC3)ccc12	3.2	-3.8	0.9	2.3	0.3	-1.1	2.0	2.4	6.3
COc1cc(C(C(=O)NC(C)(C)C)N(C(=O)CNC(=O)c2cccs2)c2ccccc2)cc(OC)c1OC (stereo not given)	-7.2	-5.4	-1.2	3.7	-4.0	3.9	-5.8	-2.4	-11.3
COc1ccc(NCCNc2ccc(OC)cc2)cc1	9.0	-0.3	2.2	0.9	-4.5	4.7	0.6	-1.0	6.9
Cc1ccc(S(=O)(=O)N(C)C)cc1NC(=O)COC(=O)COc1ccccc1[N+](=O)[O-]	5.2	-0.4	5.7	8.3	-1.3	-4.6	1.4	-2.4	2.9
Cc1ccc(NC(=O)c2cccc(NC(=O)/C=C/c3ccco3)c2)cc1C	4.0	0.9	-15.8	11.8	-46.9	3.4	1.9	-24.1	-1.1
S=C(NCCc1ccccc1)NN=C1CCCCCC1	4.7	1.0	4.6	6.9	-1.4	1.0	6.4	-0.4	11.4
S=C(NCc1ccccc1Cl)Nc1ccccc1Cl	1.6	0.3	-2.9	3.9	-2.9	10.9	8.2	4.3	-9.1
O=C(c1ccccc1)c1ccncc1	3.0	0.1	9.5	1.3	-4.3	9.9	1.9	2.2	-3.5
CC(=O)Nc1ccccc1C(=O)C(=O)Nc1ccc(F)cc1	-8.4	2.6	1.4	2.9	-2.4	6.4	-9.6	-1.4	-7.7
CCn1c(SCC(=O)Nc2nc(C)cs2)nnc1-c1ccco1	2.0	0.0	-3.3	30.7	1.4	-0.6	3.0	2.5	1.4
Cc1cc(Oc2ccc(Cl)cc2)nc(-c2ccccn2)n1	5.9	-2.8	2.7	2.8	-0.5	6.4	9.0	-0.7	-3.0
O=C(NCC1CCCO1)c1ccc(NC(=O)c2ccc([N+](=O)[O-])cc2)cc1 (stereo not given)	-3.5	0.4	0.0	0.8	0.9	4.7	-1.8	-5.5	0.6
O=C(CSc1n[nH]c(-c2ccncc2)n1)Nc1ccc(Cl)c(Cl)c1	-7.1	-1.3	2.1	3.5	-1.7	0.3	-7.4	-4.5	-21.9
CC(=O)c1c(C)[nH]c(C(=O)CN2CCN(S(=O)(=O)c3ccccc3[N+](=O)[O-])CC2)c1C	0.8	x	-0.7	-2.4	5.9	-3.5	1.1	x	3.9
Cc1ccc(Cn2c(SCc3cccnc3)nc3c2c(=O)n(C)c(=O)n3C)cc1	1.0	-0.1	3.1	-2.8	3.0	-5.0	3.2	-2.1	0.0
Cc1ccc(NC(=O)c2cc3c(=O)oc4ccccc4c3s2)nc1	-8.5	-1.7	-3.2	0.6	4.8	-3.6	5.6	1.9	-6.2
O=C(CSc1nc2ccc([N+](=O)[O-])cc2[nH]1)c1ccc(Cl)cc1	10.8	-1.3	-10.8	23.8	-21.1	1.2	0.5	-23.7	3.2
N#C/C(=C\c1ccncc1)C(=O)Nc1ccc(C(=O)O)cc1	0.7	4.0	0.1	0.7	-8.3	-4.4	2.2	0.0	-6.0
COc1ccc(S(=O)(=O)N2CCC(c3nc4ccccc4[nH]3)CC2)cc1	1.9	-0.8	2.2	5.7	-6.5	-4.2	-5.8	-2.4	-0.7
O=S(=O)(c1ccc(F)cc1)N1CCCc2ccccc21	-3.3	-2.8	x	3.8	6.0	-1.2	3.2	7.8	-0.4
O=C1OCC2=C1C(c1ccccc1)CC(=O)N2c1ccc(F)cc1 (stereo not given)	6.5	0.1	3.7	0.1	2.1	-0.1	3.7	-6.3	-1.9
CCOC(=O)[C@@H]1[C@H]2COc3cc(OC)ccc3[C@@H]2N2C(=O)N(c3ccc(Br)cc3)C(=O)[C@]12C	4.5	-2.2	0.5	-1.1	-3.7	3.6	0.8	3.6	4.2
Cc1cc(NCCN(C)C)n2nc(-c3cccs3)cc2n1	3.4	-0.8	4.1	0.6	-10.0	-0.2	5.5	1.1	4.8
OC[C@H]1O[C@@H](n2cnc3c(NC4CCCC4)ncnc32)[C@H](O)[C@@H]1O	8.1	0.7	-7.0	3.0	-2.5	8.0	7.9	-7.0	10.8
O=S(=O)(c1ccc(N2CCC(c3ccc(Cl)cc3)=N2)cc1)N(CCO)CCO	3.8	-4.5	3.0	-3.3	5.7	12.2	13.9	3.1	1.6
O=C(O)c1cccc(Sc2cc(Cl)ccc2C(=O)O)c1	-5.1	x	5.8	-0.8	-2.1	-2.0	-3.5	x	-13.0
O=C1CSC(c2cccc([N+](=O)[O-])c2)N1CCN1CCCCC1 (stereo not given)	0.9	0.3	4.7	-1.7	1.4	4.5	4.1	-2.6	6.9
CCCC(=O)N1CCc2cc(OC)c(OC)cc2C1c1cc2cc3c(cc2[nH]c1=O)OCO3 (stereo not given)	2.9	0.9	5.0	1.0	4.6	-6.0	6.8	-0.5	2.3
Cc1ccc(S(=O)(=O)O)c(C)c1N1CCCC1=O	-6.5	-0.6	2.9	5.5	-0.9	-2.2	-10.5	-1.6	-8.4
COc1ccc(OC)c(Nc2nc(N)c([N+](=O)[O-])c(N3CCOCC3)n2)c1	2.3	-0.3	3.3	-3.8	4.8	7.5	14.0	-1.9	-0.3
CCc1ccccc1N1CSC2=C(C#N)C(c3ccccc3F)CC(=O)N2C1 (stereo not given)	-13.0	-0.3	2.8	0.5	-3.7	-3.1	14.2	-2.7	-14.6
Cc1cc(NC(=O)COC(=O)C2CCC2)no1	4.4	0.4	6.2	-0.3	-6.1	6.6	2.0	-2.6	1.0
COc1ccc(C(=O)N2CCCC(Nc3ccc(C(C)C)cc3)C2)c(OC)n1 (stereo not given)	4.3	0.1	10.6	7.8	-0.6	6.6	7.0	-1.2	9.2
Cc1noc(C)c1COC(=O)Cc1ccc(Cl)c(Cl)c1	3.9	-1.7	15.1	-0.8	-2.0	2.1	7.7	-3.3	5.6
COc1ccc2cc(/C=N/NC(=O)c3ccc(CN(c4cccc(Cl)c4Cl)S(C)(=O)=O)cc3)c(Cl)nc2c1	5.2	-2.6	-35.3	19.3	-15.4	6.7	-6.5	-69.3	10.9

Entries above that contain a COOH group (2):
SMILES	Bcl-xL primary	MEX-5 binding	PAFAH1B2 inh	AHR act	PME-1 primary	GLD-1 TGE inh	pPAFAH FP inh	Fam108B counter	MCL1-BIM inh
N#C/C(=C\c1ccncc1)C(=O)Nc1ccc(C(=O)O)cc1	0.7	4.0	0.1	0.7	-8.3	-4.4	2.2	0.0	-6.0
O=C(O)c1cccc(Sc2cc(Cl)ccc2C(=O)O)c1	-5.1	x	5.8	-0.8	-2.1	-2.0	-3.5	x	-13.0

Next part:
SMILES	Bcl-xL primary	MEX-5 binding	PAFAH1B2 inh	AHR act	PME-1 primary	GLD-1 TGE inh	pPAFAH FP inh	Fam108B counter	MCL1-BIM inh
N#CC(C#N)=C1C=CC=CN1/C(=C\c1ccccc1Cl)C(=O)c1ccccc1	51.5*	x	4.1	4.7	12.2	25.8	13.1	5.7	43.5*
Cc1ccc(CCNC(=O)c2ccc(NC3=NC4CS(=O)(=O)CC4S3)cc2)cc1 (stereo not given)	0.0	1.3	3.5	2.5	-0.4	1.1	4.3	0.2	-1.9
O=C(CNC(=O)c1cccc(F)c1)N/N=C/c1ccc([N+](=O)[O-])s1	-1.1	0.1	-3.1	2.6	4.3	3.8	6.3	0.1	-6.1
CCc1nc2ccccc2n1CC(=O)Nc1cc(C)on1	-1.1	-0.6	4.8	1.3	0.8	-1.8	1.3	1.5	0.1
CC(C)c1nc2cc(Cl)ccc2n(Cc2ccccc2)c1=O	-3.8	0.9	7.5	0.7	3.0	-1.8	11.1	2.8	-4.8
COc1ccc(C(=O)N/N=C(\Cc2ncc[nH]2)c2ccccc2)cc1	3.1	-1.0	-1.6	7.8	-4.1	4.0	3.5	4.9	-3.0
C=CCNS(=O)(=O)c1ccc(OC)c(C)c1	-2.3	1.6	4.7	-0.9	2.5	4.0	0.2	3.0	-0.9
CC(=O)Nc1cccc(C(=O)OCc2csc(CC(=O)Nc3ccccc3C)n2)c1	-12.4	x	-1.6	1.7	-1.4	-1.8	-2.8	x	-11.4
OCC1OC(n2cnc3ccccc32)CC1O (stereo not given)	1.7	-0.4	8.9	-0.6	-5.2	-2.7	1.5	0.5	1.8
C/C(=N\O)c1ccc2[nH]ccc2c1	0.2	-0.8	4.1	7.6	1.9	8.1	0.3	2.4	-1.7
COc1cc(Cl)c(C)cc1Nc1ncccn1	3.7	0.9	-2.6	16.9	-0.3	5.2	10.8	-1.2	2.2
O=C(CC(c1ccccc1)c1ccco1)N1CCCCC1 (stereo not given)	4.4	0.1	0.5	0.3	1.6	-8.9	4.3	1.4	2.4
Cc1c(C(N)=O)sc2ncn(CC(=O)N(C)C3CCCCC3)c(=O)c12	2.1	-0.3	-2.4	-0.3	-4.3	4.4	-1.1	-0.7	0.0
Cc1cccc(NCc2ccccc2O)c1C	2.8	-1.7	4.9	2.8	0.9	-0.6	0.8	-1.8	-4.6
